APJ antagonist – APJ receptor antagonism; CHO-K1 APJ beta-arrestin complementation, luminescence; P35414; inhibition, % at 20 µM; AID 2521; 0.32% of 330,000 active;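 active = inhibition above about 40% at 20 µM, limit read from the data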;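 note: cells challenged with 10 nM apelin-13 agonist together with compound; plate controls were apelin-13 plus DMSO wells for no effect and DMSO wells lacking apelin-13 for full effect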
tim23-1 inh – inhibits growth of tim23-1 mutant yeast | S. cerevisiae tim23-1 growth, BacTiter-Glo luminescence, 24 h | 1.3% of 330,000 active | inhibition, % at 20 µM;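 active = growth inhibition of the mutant yeast at or above 50%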;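 note: temperature-sensitive mutant grown at 25 °C; plate controls were DMSO-treated mutant yeast for no effect and medium wells lacking yeast for full effect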
CXCR6 inh – inhibitors of human CXCR6 receptor; O00574; CHO-K1 PathHunter CXCR6 beta-arrestin, luminescence; inhibition, % at 20 µM; 0.36% of 360,000 active; AID 602244; in the data active = inhibition above about 34%, passing the limit was not always enough;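 note: antagonist mode with CXCL16 agonist at 10 nM final; 0% = 10 nM CXCL16 with DMSO and 100% = unstimulated wells without agonist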
Target sequence (O00574 whole entry, looked up): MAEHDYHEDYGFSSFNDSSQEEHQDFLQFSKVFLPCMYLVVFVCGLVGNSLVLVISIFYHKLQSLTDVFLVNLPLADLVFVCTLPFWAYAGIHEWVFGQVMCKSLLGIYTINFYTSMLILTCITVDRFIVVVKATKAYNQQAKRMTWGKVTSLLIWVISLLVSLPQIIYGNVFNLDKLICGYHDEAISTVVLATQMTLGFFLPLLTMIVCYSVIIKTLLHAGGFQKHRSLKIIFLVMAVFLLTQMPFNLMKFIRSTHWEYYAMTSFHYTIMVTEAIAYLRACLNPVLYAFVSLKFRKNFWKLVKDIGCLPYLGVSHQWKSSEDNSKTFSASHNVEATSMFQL
CCR6 antag – antagonists of human CCR6 receptor; CHO-K1 CCR6 PathHunter beta-arrestin, luminescence, CCL20-stimulated; inhibition, % at 20 µM; 0.49% of 340,000 active;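 active = compounds whose inhibition of the agonist-driven luminescence signal at 20 µM reaches about 50%, limit read from the data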;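 note: cells stimulated with CCL20 at 14 nM final; plate controls were DMSO with CCL20 for no effect and DMSO without agonist for full effect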
Target sequence (P51684 whole entry, looked up): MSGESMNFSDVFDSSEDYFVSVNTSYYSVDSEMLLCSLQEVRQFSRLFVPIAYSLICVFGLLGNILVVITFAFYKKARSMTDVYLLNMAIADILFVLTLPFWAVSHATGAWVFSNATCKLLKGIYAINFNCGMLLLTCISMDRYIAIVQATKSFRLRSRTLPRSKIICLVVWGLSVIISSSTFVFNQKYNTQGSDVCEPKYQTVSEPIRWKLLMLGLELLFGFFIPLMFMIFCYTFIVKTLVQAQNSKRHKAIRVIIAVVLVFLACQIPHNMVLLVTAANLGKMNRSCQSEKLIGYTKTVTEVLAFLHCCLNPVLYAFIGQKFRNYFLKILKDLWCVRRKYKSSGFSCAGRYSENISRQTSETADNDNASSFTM
UPR XBP1 act – activators of adaptive arm of unfolded protein response (XBP1) | activation, % at 20 µM | 0.33% of 330,000 active | AID 463104 | CHO-XBP1 luciferase reporter, IRE1-XBP1 UPR activation, luminescence; percent of tunicamycin response, DMSO as zero;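 active = versus positive control, 20 µM dose yields 30% or more activation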;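 note: 100% = tunicamycin at 10 µg/mL and 0% = DMSO only wells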
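Assay system: CHO-XBP1 luciferase reporter cells; Schedule: 6 h treatment, 37 °C; Detection: glow luminescence from Steady-Glo reagent; Benchmarks: high control tunicamycin 10 µg/mL final, low control DMSO vehicle only.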
APJ ag – activates the human apelin receptor APJ. P35414. CHO-K1 APJ PathHunter beta-arrestin, luminescence; 0% DMSO wells, 100% apelin. activation, % at 20 µM. 0.11% of 330,000 active. AID 2520;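 active = activation more than six SD over the plate average, tested at 20 µM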;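 note: 0% = DMSO alone and 100% = apelin-13 at 10 nM; some results filed as inactive read as strong as hits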
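Test system: CHO-K1 APJ beta-arrestin complementation cell line | Compound: Single test compound dose, 20 µM final, 1% DMSO | Incubation: Compound 90 min 25 °C, reagent 1 h | Measured by: beta-gal luminescence | Read-out basis: APJ–arrestin association signal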
CHOP UPR activ – activators of apoptotic arm of unfolded protein response (CHOP); CHO-CHOP luciferase reporter, UPR activation, luminescence; percent of tunicamycin response over DMSO baseline; activation, % at 10 µM; 0.34% of 330,000 active; AID 449763;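 active = at 10 µM dose, activation of 40% or more, normalized to positive control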;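 note: 100% = tunicamycin at 10 µg/mL and 0% = DMSO alone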
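measured by = luciferase luminescence | assay system = CHO-CHOP cells, stable luciferase reporter of PERK-eIF2a-CHOP signalling | amount = 500 reporter cells seeded per well | timing = 6 h compound exposure at 37 °C after overnight seeding | controls = positive tunicamycin 10 µg/mL, negative DMSO alone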
EBI2 block – EBI2 (human) antagonism | inhibition, % at 5 µM | P32249 | 0.81% of 360,000 active | AID 651636 | EBI2 beta-arrestin recruitment, luminescence, 7a,25-OHC stimulated; in the data active = inhibition above about 38%;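 note: enzyme fragment complementation signal reports receptor beta-arrestin coupling in cells; 0% = agonist plus DMSO wells and 100% = wells without agonist; some results beyond the cut were filed as inactive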
Target sequence (P32249 whole entry, looked up, the tested form may be a part): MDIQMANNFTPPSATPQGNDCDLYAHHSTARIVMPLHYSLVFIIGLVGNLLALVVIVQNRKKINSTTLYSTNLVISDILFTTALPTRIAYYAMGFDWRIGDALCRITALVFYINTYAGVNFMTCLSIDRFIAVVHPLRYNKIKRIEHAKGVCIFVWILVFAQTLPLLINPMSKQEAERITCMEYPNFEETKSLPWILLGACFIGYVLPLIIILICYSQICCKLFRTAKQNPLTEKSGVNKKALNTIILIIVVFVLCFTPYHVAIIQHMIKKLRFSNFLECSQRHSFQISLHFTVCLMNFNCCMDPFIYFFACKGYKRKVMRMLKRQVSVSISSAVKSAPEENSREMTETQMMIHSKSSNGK
Mdm2-MdmX inh – human Mdm2/MdmX binding inhibition; O15151+Q00987; SaOS-2 split-luciferase Mdm2/MdmX complementation, luminescence; inhibition, % at 8 µM; 3% of 330,000 active; AID 485346;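 active = inhibition of at least 50% at 8 µM in the primary screen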
* hit, by the source's call. A portion of the library, so the mix of outcomes need not match the whole.

The line under a structure holds: APJ antagonist, tim23-1 inh, CXCR6 inh, CCR6 antag, UPR XBP1 act, APJ ag, CHOP UPR activ, EBI2 block, Mdm2-MdmX inh
CN(Cc1cccs1)C(=O)CSc1nc(N)cc(N)n1
    -2, 14, 3, 10, 2, 1, 0.1, -4, -21
COc1ccc(-n2c(N)c(Br)c(=O)[nH]c2=O)cc1
    12, -1, -5, 4, 0, 2, -0.7, -8, 13
CCOC(=O)c1c(C)[nH]c(C)c1S(=O)(=O)NCCN1CCN(c2cc(Cl)ccc2C)CC1
    14, 33, 3, 8, -1, -5, 1.9, 8, 59*
CCCCSCCCNC(=O)c1ccc(CS(=O)(=O)c2ccc(OC)cc2)o1
    3, 23, -6, 14, -4, -4, -0.8, 14, 7
COc1ccc(CN2C=C3C(=O)C(C)(OC(=O)C4CCCC4)C(=O)C=C3C=C2c2ccsc2)cc1 (stereo not given)
    -48, 2, -23, 9, 0, 9, -0.6, -9, -4
N#Cc1ccc(-c2ccc3c(c2)OCO3)nc1SCC(=O)OCc1ccccc1
    -6, 19, 1, 4, -1, -4, 0.1, 22, 46
O=C(Nc1ccccn1)N1CCOCC1
    -6, -1, -3, -2, 0, -1, -0.6, -7, 12
CCN(CC)CCNC(=O)c1cc2ccccc2nc1Cl
    2, 7, 4, 2, -1, 1, 2.3, 2, 10
Cc1cccc(C)c1NC(=O)CN(C)C(=O)CC1CC2CCC1C2 (stereo not given)
    -6, 18, 4, 6, 0, 0, 0.2, 2, 9
Cc1ccc(C2(C(=O)N3CCC(n4nc(-c5ccccc5)oc4=O)CC3)CC2)cc1
    12, 31, 7, 21, -1, 0, 0.2, -4, 16
CCS(=O)(=O)Nc1ccc(C2=NN(C(=O)c3ccco3)C(c3ccc(C)cc3)C2)cc1 (stereo not given)
    1, 8, 2, 5, 0, -1, -1.1, -22, -2
CC(NCc1ccc2c(c1)OCO2)C(=O)NC1CCCc2ccccc21 (stereo not given)
    -26, 21, 2, 5, -3, 0, -4.6, 3, 2
CCOC(=O)C(C)Oc1cccc2c(=O)n(CC(=O)NCc3ccc(F)cc3)ccc12 (stereo not given)
    1, 1, -3, -1, 9, 0, -0.1, -16, 69*
COc1cc(/C=C/c2cc(C(=O)O)c3ccccc3n2)ccc1OC(F)F
    27, 7, -2, -2, 3, -3, 3.5, 12, -53
CC(C)(C)c1ccccc1NC(=O)CN1C(=O)NC(Cc2ccccc2)C1=O (stereo not given)
    -5, 12, 4, 12, -3, -1, -1.2, -3, 16
CCOC(=O)c1c(C)c(C(=O)NCc2ccccc2OC)c(C)n1C
    11, 36, 7, -3, -1, 4, -1.6, 0, -3
O=C(COc1ccc(S(=O)(=O)N2CCCC2)cc1Cl)NC1CC1
    4, 8, 7, 7, 2, 3, 0.4, -12, -7
Cc1ccc(NC(=O)Nc2cccc(C)n2)c(C)c1
    2, 1, 2, 18, 1, -1, 3.2, -1, -23
O=S(=O)(Nc1cc(S(=O)(=O)N2CCOCC2)ccc1NCC1CCCO1)c1ccc(F)cc1 (stereo not given)
    -4, 8, -1, -12, 1, -4, -0.4, -2, -3
O=C(COC(=O)c1ccc(F)cc1)Nc1ccc2c(c1)OCO2
    -4, 5, -10, -7, 6, -2, 1.3, -4, -5
Cc1ccc(CNC(=O)c2coc(=O)c3ccccc23)o1
    9, 8, -10, 13, -1, -4, 0.1, -3, 1
CC(C)OC(=O)CSc1nnc(CNc2ccc(Cl)cc2)n1C
    4, 8, 3, 4, -2, -4, -1.8, -1, 0
CCCN(CCC)CCCNC(=O)CCNS(=O)(=O)c1ccc(Br)cc1
    -1, -1, 0, 8, -1, 0, 0.5, -7, -13
CC(C)(C)OC(=O)N1CCC(NC(=O)c2[nH]cnc2C(=O)Nc2ccc(Cl)cc2)CC1
    -4, 13, -3, -10, 3, 0, 3.7, -14, 52*
Cc1ccc(C2(C)NC(=O)N(CC(=O)c3ccc4c(c3)OCCO4)C2=O)cc1 (stereo not given)
    2, 36, -4, 16, -1, -1, -0.8, -11, 0
O=[N+]([O-])c1c(Nc2ccccc2O)ccc2nonc12
    -20, -3, 2, 4, -4, -4, 0.1, -4, 5
CC(=O)c1cccc(NC(=O)N2CCN(S(C)(=O)=O)CC2)c1
    -9, 37, 1, -22, 0, 4, 0.7, -6, 14
CCOC(=O)C1CCCN(c2c(C(=O)c3ccccc3)cnc3ccc(OC)cc23)C1 (stereo not given)
    58*, 22, 70*, 83*, -4, -12, 1.8, 41, -4
CCOc1cc(/C=N/Nc2cc(C)nc3ccc(C)cc23)ccc1O
    -17, 37, -1, 1, -6, -3, 1.1, 5, 3
COc1ccc(CN(CC(=O)NCc2ccccc2)C(=O)c2csnn2)cc1
    -16, 0, -4, 8, 1, -4, -1.0, 3, 5
O=C(O)C[C@H]1c2cc(F)ccc2S(=O)(=O)N1C1CCCCC1
    -4, 16, 0, -5, 0, -3, 0.8, -11, 9
Cc1cccc(NC(=O)Cc2ccc(-c3ccccc3)cc2)n1
    8, 29, -9, 12, -1, -4, 3.1, 7, 25
CCn1c(N2CCN(C(=O)/C=C/c3ccccc3)CC2)nc2ccccc21
    5, 15, 1, 4, -1, -3, -1.9, 86*, 2
CC(Nc1ccnc2cc(Cl)ccc12)c1ccc(S(N)(=O)=O)cc1 (stereo not given)
    -24, -11, -6, 4, 5, 5, 0.3, 1, 4
CCOc1ccc(CCNC(=O)c2ccc(CS(=O)Cc3ccccc3Cl)o2)cc1 (stereo not given)
    -2, 8, -2, 12, -2, -1, 1.2, -2, 5
Nc1nnc(-c2cn(-c3ccccc3)nc2-c2ccc(Cl)cc2)o1
    12, -1, 3, -29, 7, -2, 0.0, -11, 58*
Cc1ccc(CC(=O)N(C)CC(=O)Nc2ccc(N3CCOCC3)cc2)cc1C
    3, 2, -4, 8, 0, -3, 0.6, -9, 24
CCO[C@H]1OC(C(=O)NCc2ccccc2)=C[C@@H](c2coc3ccccc3c2=O)[C@@H]1CCCO
    15, 12, -5, 1, -1, -4, 1.3, 7, -3
Cc1cccc(OCc2nnc(N)s2)c1C
    -6, 14, -2, -15, 0, 0, -0.9, -4, 11
COc1ccc(-c2cc(-c3ccc(C)cc3)nc(SCc3nnc(-c4ccccc4)o3)c2C#N)cc1OC
    4, -4, 0, -19, 1, -3, 2.1, 14, -16
COc1cc(OC)c(NC(C)C(=O)NCc2ccccc2)cc1Cl (stereo not given)
    -13, -117, 5, 6, 0, 0, 0.4, 13, -2
COc1ccc(C(=O)N2CCC(C(=O)Nc3ccc(C)cc3)CC2)cc1
    9, 36, 1, 14, -3, -2, -0.6, 3, -21
CCOC(=O)c1ccc(-n2ncc(C(=O)OCC)c2N)cc1
    8, 26, 0, 10, -3, -2, 1.5, 3, 6
NC(=O)C1CCN(C(=O)CSc2nc3ccccc3o2)CC1
    15, 14, 2, 10, 0, -3, -0.5, -4, 11
CCC(CO)Oc1cc(NC(=O)Cc2ccccc2F)c2ncn(C(C)C)c2c1 (stereo not given)
    1, 4, -6, -2, 0, 0, 3.8, -5, 4
CCOC(=O)/C=c1\s/c(=C\c2ccc(C(F)(F)F)cc2)c(=O)n1CC(=O)NCc1ccco1
    -5, 5, -6, 20, 14, 2, 11, 18, 76*
O=C(Cc1ccc(Cl)c(Cl)c1)N/N=C/c1cccnc1
    -2, -1, -5, 5, -6, -4, 0.1, 11, 5
CCN(Cc1ccncc1)Cc1c(O)ccc2cc(Br)ccc12
    -39, 30, -1, 5, -3, 0, 1.0, -2, 6
CCc1ccc(C(=O)N2CCCN(C)CC2)s1
    -1, -10, 4, -8, -3, -4, 1.6, 8, 11
CN(CC(=O)Nc1cccc(F)c1)C(=O)c1ccc(COc2ccccc2)o1
    7, 3, -6, -6, -1, 4, 1.0, 18, 16

Carrying on:
The line under a structure holds: APJ antagonist, tim23-1 inh, CXCR6 inh, CCR6 antag, UPR XBP1 act, APJ ag, CHOP UPR activ, EBI2 block, Mdm2-MdmX inh
CCN(CC(=O)Nc1c(F)cccc1F)C(=O)CCOc1ccc(C)cc1
    -1, 16, 6, -2, -3, -2, 0.1, -4, -9
Cc1nc(CC(=O)N/N=C/c2ccc(OCC(=O)O)cc2)cs1
    -15, -7, -1, 3, -2, -2, -1.6, -4, 30
CCN(CC)C(=O)c1cn(C)c2ccc(S(=O)(=O)N(CC)CC)cc2c1=O
    8, -9, 0, -7, 1, -1, 0.6, -14, -2
CC1CCN(c2c([N+](=O)[O-])nn(-c3ccc4c(c3)OCCO4)[n+]2[O-])CC1
    -48, 38, -2, 6, -2, 3, -1.8, 2, 6
O=C(Nc1c2c(nn1-c1cccc(Cl)c1)CS(=O)C2)c1ccc2c(c1)OCO2 (stereo not given)
    12, 4, -2, 11, -3, -1, 1.7, 2, 0
CC1CCCCC1NC(=O)CN1C(=O)COc2ccccc21 (stereo not given)
    -32, 3, -8, 3, 0, -4, 3.3, 10, 9
CC1C(=O)N2CCCc3cc(NC(=O)c4ccccc4Br)cc1c32 (stereo not given)
    24, 1, 5, 1, 6, 0, 3.7, -6, 18

By substructure, the compounds so far with four or more nitrogen atoms.
The line under a structure holds: APJ antagonist, tim23-1 inh, CXCR6 inh, CCR6 antag, UPR XBP1 act, APJ ag, CHOP UPR activ, EBI2 block, Mdm2-MdmX inh
CN(Cc1cccs1)C(=O)CSc1nc(N)cc(N)n1
    -2, 14, 3, 10, 2, 1, 0.1, -4, -21
CCOC(=O)c1c(C)[nH]c(C)c1S(=O)(=O)NCCN1CCN(c2cc(Cl)ccc2C)CC1
    14, 33, 3, 8, -1, -5, 1.9, 8, 59*
CC(C)OC(=O)CSc1nnc(CNc2ccc(Cl)cc2)n1C
    4, 8, 3, 4, -2, -4, -1.8, -1, 0
CC(C)(C)OC(=O)N1CCC(NC(=O)c2[nH]cnc2C(=O)Nc2ccc(Cl)cc2)CC1
    -4, 13, -3, -10, 3, 0, 3.7, -14, 52*
O=[N+]([O-])c1c(Nc2ccccc2O)ccc2nonc12
    -20, -3, 2, 4, -4, -4, 0.1, -4, 5
COc1ccc(CN(CC(=O)NCc2ccccc2)C(=O)c2csnn2)cc1
    -16, 0, -4, 8, 1, -4, -1.0, 3, 5
CCn1c(N2CCN(C(=O)/C=C/c3ccccc3)CC2)nc2ccccc21
    5, 15, 1, 4, -1, -3, -1.9, 86*, 2
Nc1nnc(-c2cn(-c3ccccc3)nc2-c2ccc(Cl)cc2)o1
    12, -1, 3, -29, 7, -2, 0.0, -11, 58*
COc1ccc(-c2cc(-c3ccc(C)cc3)nc(SCc3nnc(-c4ccccc4)o3)c2C#N)cc1OC
    4, -4, 0, -19, 1, -3, 2.1, 14, -16
CC1CCN(c2c([N+](=O)[O-])nn(-c3ccc4c(c3)OCCO4)[n+]2[O-])CC1
    -48, 38, -2, 6, -2, 3, -1.8, 2, 6

Screening results from PubChem BioAssay.
